MC4R antagonist = MC4R antagonists of cAMP signaling, primary screen, cell-based, TR-FRET, antagonist arm of biased-ligand search. Melanocortin receptor 4 (Homo sapiens), P32245. MC4R-expressing cells, MTII-stimulated cAMP, LANCE TR-FRET. inhibition, % at 6.5 µM. 360,000 compounds, 0.48% hits;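 active = inhibition above its plate's cutoff, the mean of tested wells on that plate plus 3 SD, cut at about 29% in these data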;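 note: 0% = Melanotan II alone and 100% = Melanotan II plus saturating MCL0020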
Target sequence (P32245 whole entry, looked up): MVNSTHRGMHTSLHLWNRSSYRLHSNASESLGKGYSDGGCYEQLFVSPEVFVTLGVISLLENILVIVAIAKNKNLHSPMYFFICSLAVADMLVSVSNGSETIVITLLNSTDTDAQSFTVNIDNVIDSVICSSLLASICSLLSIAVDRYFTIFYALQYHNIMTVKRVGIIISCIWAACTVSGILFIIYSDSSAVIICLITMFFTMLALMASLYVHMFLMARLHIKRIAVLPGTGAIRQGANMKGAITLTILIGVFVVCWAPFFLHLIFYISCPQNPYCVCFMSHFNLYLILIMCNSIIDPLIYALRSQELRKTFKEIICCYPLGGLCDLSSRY
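Assay system: U2OS cells stably expressing human melanocortin 4 receptor (MC4R) / Dosing: 6.5 µM / Timing: compound 30 min, challenge 1 h, detection 1 h / Measured by: Eu-cAMP/anti-cAMP TR-FRET, emission 671 nm / Replicates: singlicate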
MC4R barr agon = MC4R agonists recruiting beta-arrestin, primary screen, cell-based, luminescence, agonist arm of biased-ligand search. activation, % at 8.9 µM. Melanocortin receptor 4 (Homo sapiens), P32245. 360,000 compounds, 0.98% hits. U2OS MC4R beta-arrestin complementation; percent of melanotan II response, DMSO zero;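 active = activation above a per-plate cutoff, the mean activation of sample wells on that plate plus 3 SD, cut at about 8% in these data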
Glyco luc inh = increase of ERlucT glycosylation luciferase signal, primary screen, N-linked glycosylation inhibitor project, D54 ERlucT cells, luminescence, set 2. D54 ERlucT glycosylation luciferase reporter, 24 h; percent of 100 nM tunicamycin response. reporter increase, % at 12.5 µM. 360,000 compounds, 0.23% hits. AID 588692, 2011;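 active = mean luciferase reporter signal, scaled so untreated is 0 and the glycosylation-blocking control 100, at or above a set limit in every replicate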;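 note: luciferase carries N-glycosylation sites so blocking glycosylation raises the light; 0% = median of neutral control wells and 100% = median of 100 nM tunicamycin wells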
HTR2A ag = mouse Htr2a agonists via beta-arrestin recruitment, primary screen, cell-based, luminescence. CHO-K1 mHTR2A beta-arrestin complementation; percent of 30 µM serotonin response. AID 624169, 2012. 360,000 compounds, 0.66% hits. activation, % at 7.6 µM. 5-hydroxytryptamine receptor 2A (Mus musculus), P35363;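 active = activation above a run cutoff, the mean activation of all tested compounds plus 3 SD, cut at about 14% in these data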;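 note: 0% = plate median of compound wells and 100% = 30 µM serotonin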
Granule exo inh = LAMP-1 surface exposure blockers, TALL-104 cells – cell-based, flow cytometry, MLPCN library, primary screen; TALL-104 LAMP-1 surface exposure; cells stimulated with thapsigargin and PMA; inhibition, % at 10 µM; 360,000 compounds, 0.66% hits; AID 651702, 2012;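 active = inhibition above about 55%, limit read from the data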
PDI inh = inhibitors of human PDI, primary screen, biochemical, turbidity, single point, plate reader; AID 588391, 2011; PDI insulin aggregation turbidity, A650, 90 min; inhibition, % at 10 µM; 350,000 compounds, 0.052% hits; Protein disulfide-isomerase (Homo sapiens), P07237;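 active = mean inhibition across replicates of 30% or more, whatever share of single replicates reach that level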;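 note: absorbance from insulin aggregation driven by PDI reduction with DTT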
Target sequence (P07237 whole entry, looked up): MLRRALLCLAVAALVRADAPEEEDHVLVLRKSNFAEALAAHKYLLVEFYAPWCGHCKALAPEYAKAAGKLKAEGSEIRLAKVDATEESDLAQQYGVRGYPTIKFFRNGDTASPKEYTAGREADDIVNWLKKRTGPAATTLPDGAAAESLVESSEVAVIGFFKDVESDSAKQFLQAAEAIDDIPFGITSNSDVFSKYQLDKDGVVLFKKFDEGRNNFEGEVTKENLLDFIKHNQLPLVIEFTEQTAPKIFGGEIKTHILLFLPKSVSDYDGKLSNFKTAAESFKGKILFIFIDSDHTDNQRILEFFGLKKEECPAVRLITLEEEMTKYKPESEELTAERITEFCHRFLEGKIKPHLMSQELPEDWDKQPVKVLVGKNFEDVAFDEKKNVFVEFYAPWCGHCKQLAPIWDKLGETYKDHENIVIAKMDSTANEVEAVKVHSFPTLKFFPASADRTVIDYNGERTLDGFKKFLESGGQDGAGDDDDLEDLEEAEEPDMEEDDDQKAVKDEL
ABCB6 inh 2 = ABCB6 transporter inhibitors, primary screen, K562-ABCB6 cells, flow cytometry, MLPCN library; ATP-binding cassette sub-family B member 6 (Homo sapiens), Q9NP58; K562-ABCB6 porphyrin accumulation, 1 h; active compounds read low; fluorescence ratio to DMSO, % at 10 µM; 360,000 compounds, 0.19% hits;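 active = fluorescence ratio to DMSO below 75%, the collection mean minus 3 SD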;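 note: signal is porphyrin accumulated inside mitochondria; 100% equals median channel fluorescence of DMSO control wells; lower ratio means ABCB6 inhibition with less porphyrin fluorescence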
H9c2 protect = cardioprotection against H2O2-induced cell death, primary screen, uHTS, H9c2 cells, ATPLite luminescence; H9c2 cardiomyocytes, H2O2 injury protection, 2 h; 360,000 compounds, 0.63% hits; protection from H2O2 cell death, % at 20 µM; AID 588492, 2011;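 active = compounds giving at least 50% protection of heart cells from peroxide-induced death in the single-dose screen, raw or plate-pattern-corrected value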;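 note: 0% = DMSO wells with peroxide and 100% = DMSO wells without peroxide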
ABHD5 PLIN5 PPI = ABHD5-PLIN5 interaction inhibitors, primary screen, cell lysate, split luciferase complementation, luminescence | Perilipin-5 (Homo sapiens) + 1-acylglycerol-3-phosphate O-acyltransferase ABHD5 (Homo … | Split G. princeps luciferase complementation, 4 h | inhibition, % at 4 µM | 360,000 compounds, 0.78% hits | AID 602281, 2012;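 active = inhibition above the mean inhibition across every tested compound plus 3 SD, cut at about 22% in these data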;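 note: 0% = DMSO only wells and the 100% control is not disclosed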
CaV13 ICDI inh = Disruptors of the CACNA1D IQ motif to Ca2+-dependent inactivation inhibitor domain association, primary screening, Förster resonance energy transfer in intact living …; 340,000 compounds, 0.098% hits; HEK cells, CFP/YFP FRET ICDI-IQ, plate reader, 10 min; percent FRET-ratio fall versus neutral wells; inhibition, % at 12.3 µM;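 active = mean replicate inhibition of at least 30% and at least 1% of replicates passing that level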;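 note: 0% = median of the neutral control wells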
Starred values were filed as active, the others as inactive; / = no result given.

smiles	MC4R antagonist	HTR2A ag	Granule exo inh	Glyco luc inh	ABHD5 PLIN5 PPI	MC4R barr agon	CaV13 ICDI inh	H9c2 protect	ABCB6 inh 2	PDI inh
CC(=O)c1cccc(NC(=S)N2CCN(S(C)(=O)=O)CC2)c1	12	6	-4	0	-8	-1.0	-9	-2	92	16
O=C1c2ccccc2C(=O)c2c1ccc(O)c2O	12	-7	-4	-5	6	-3.6	-6	12	103	4
CC(CNC(=O)CN1C(=O)CCSc2ccccc21)c1ccccc1 (configuration not stated)	5	1	6	-2	6	-0.1	-18	1	98	-3
CCC(C(N)=O)N1C(=O)C2C3CCC(C3)C2C1=O (configuration not stated)	13	-1	-2	-1	4	0.1	-15	-1	103	1
Cn1c(=O)oc2cc(S(=O)(=O)NCCC(=O)N3CCc4ccccc43)ccc21	3	0	-1	1	6	-2.0	-7	4	107	1
Cc1ccc(Cn2cc(S(=O)(=O)c3ccc(C(C)C)cc3)c(=O)c3cc4c(cc32)OCO4)cc1	2	-3	2	3	4	-0.1	-4	-3	96	15
Cc1ccc(S(=O)(=O)Nc2nc(C)c(C(=O)NNS(=O)(=O)c3cc(C)ccc3C)s2)cc1	-5	2	-3	0	-4	-2.0	-3	2	98	-3
COCCn1c(=O)[nH]c2cc(C(=O)N3CCN(c4ccccc4)CC3)ccc2c1=O	2	-3	-2	4	-3	-1.4	/	7	82	4
O=C(c1ccco1)N1N=C(c2ccco2)CC1c1ccc(Cl)cc1Cl (configuration not stated)	9	-4	0	17	0	1.8	-2	16	101	3
COc1ccc2c(c1)[nH]c1c(=O)n(Cc3ccccn3)cnc12	-6	-1	-1	5	-5	-2.1	-5	-10	99	3
CC(C)[C@@H](C(=O)NCC1CCCO1)N1C(=O)N2CCc3c([nH]c4ccccc34)[C@@]2(C)C1=O (some centres not stated)	15	3	-1	-1	-5	-3.0	/	2	98	/
O=C(CCN1C(=O)C2CC=C(Cl)CC2C1=O)NC1CCCCC1 (configuration not stated)	-1	1	-2	0	-3	-0.8	-5	6	96	0
CC(C)(C)NS(=O)(=O)c1ccc(CCC(=O)N2CCCCC2)cc1	-1	-7	0	0	-3	-1.4	-4	3	103	-5
CCCCC(=O)NNC(=O)c1c(O)c2ccccc2[nH]c1=O	-1	-3	-5	1	-3	-2.5	-16	-2	103	-1
COC(=O)c1ccc2c(=O)n(Cc3ccc(C(=O)NCCCN4CCC(C)CC4)cc3)c(=S)[nH]c2c1	4	4	1	-4	21	2.4	-2	-5	85	-6
CCN(CC)S(=O)(=O)c1ccc(-c2nnc(SCC(C)=O)o2)cc1	-1	-3	-1	0	0	-1.5	-4	-3	84	-4
COc1ccc(C(=O)Nc2ccc(Cl)cn2)cc1S(=O)(=O)N1CCCC1	-4	2	9	3	4	-3.9	-6	9	90	1
COc1ccc(/C=N/NC(=O)COc2cccc3ccccc23)c(C(=O)O)c1OC	10	0	-2	0	0	3.6	-5	5	99	1
O=C(NC1CCCN(Cc2ccc(Cl)cc2)C1)c1ccccc1C(F)(F)F (configuration not stated)	22	-2	0	1	-6	-0.6	-3	3	100	1
CC(C)COP(=O)(OCC(C)C)C(Nc1ccccc1)c1ccccc1 (configuration not stated)	11	-2	2	-3	-9	3.4	3	27	94	-7
Cc1ccc(NC(=O)c2ccccc2OCC(=O)c2ccccc2)cc1	18	-1	4	16	-3	8.6*	-5	-8	93	-2
CN(CC(=O)Nc1ccc(F)cc1[N+](=O)[O-])C1CCS(=O)(=O)C1 (configuration not stated)	5	-5	-4	0	0	-0.4	-6	-3	104	9
O=C1CC(c2ccccc2)CC2=C1CN(C1CCCCC1)CN2 (configuration not stated)	5	-1	-3	8	4	-0.5	-6	8	101	-5
COC(=O)[C@@]12CCCN1[C@H](c1ccc(-c3ccc(Cl)c(Cl)c3)cc1)[C@H]1C(=O)N(C)C(=O)[C@H]12	16	-1	4	-1	-8	-0.9	-8	-10	102	-5
Cc1cccc(C)c1OCC1CNC(=O)O1 (configuration not stated)	8	6	0	1	-2	0.7	-4	-2	97	2
O=C(CSc1ccc(-c2ccc(F)cc2)nn1)NCC1CCCO1 (configuration not stated)	2	-4	-3	0	-2	-2.3	-2	1	93	7
CCS(=O)(=O)c1nc(S(=O)(=O)c2ccc(Cl)cc2)c(N2CCC(O)CC2)s1	-3	5	3	0	3	0.2	-14	11	97	10
CCOC(=O)c1[nH]c(C)c(/C(O)=C2\C(=O)C(=O)N(CCN(C)C)C2c2ccc(C)o2)c1C (configuration not stated)	10	2	0	14	1	-0.9	/	5	99	-2
CCN(CC)CCn1c2c(c(SCC(=O)Nc3ccc4c(c3)OCCO4)nc1=O)CCCC2	4	-2	-3	-2	-4	0.1	-6	8	96	2
O=C(NN=Cc1cccc2ccccc12)C1CC1	-9	-5	-15	4	-20	-2.8	-6	4	101	-2
O=C(c1ccc2nc(N3CCOCC3)sc2c1)N1CCCC1	2	0	-2	-7	-4	-1.0	-7	16	98	-2
CCCOC(=O)c1ccc(Oc2cn[nH]c2-c2ccc(OCC(=O)NN)cc2O)cc1	8	5	3	-1	-6	1.9	-7	-9	100	-1
C/C(=N/NC(=O)c1ccc(Cl)cc1Cl)c1cccnc1	1	2	5	2	4	1.9	/	-1	98	4
O=C(Cc1ccccc1[N+](=O)[O-])NCC1(c2cccc3c2OCO3)OCCO1	3	-1	10	3	-7	0.2	-4	5	89	-4
Cc1nn(S(=O)(=O)c2ccc(F)cc2)c(C)c1S(=O)(=O)N1CCCCC1	1	3	3	-2	-3	-2.8	-2	-3	88	-4
Cc1[nH]c2ccccc2c1C(=O)CSC(=S)N(C)C1CCCCC1	-5	-1	-1	0	-7	-2.9	-3	17	101	3
O=C(CN(Cc1ccccc1)C(=O)CNS(=O)(=O)c1ccccc1)NCc1ccco1	8	10	-5	0	5	1.4	-6	2	97	3
CC(NC(=O)COC(=O)Cc1ccsc1)C1CC2CCC1C2 (configuration not stated)	11	0	-3	3	1	0.5	-4	6	100	2
c1coc(-c2nnc3sc(Cc4cccs4)nn23)c1	-2	5	-2	-3	0	-1.6	-5	65*	92	-12
CCCCNS(=O)(=O)c1ccc2nc(-c3cccnc3)cc(C(=O)NCCCOC)c2c1	8	3	0	10	1	-0.8	0	2	101	3
CCOC(=O)C1=C(N)OC2=C(C(=O)CCC2)C1c1cccs1 (configuration not stated)	14	-2	0	1	6	-0.5	/	0	98	-6
O=C(Nc1cccc([N+](=O)[O-])c1)c1ccc2ccccc2c1O	7	4	-30	-4	2	-0.8	-4	-23	89	-3

Fetched by compound from the entries so far, two records:
smiles	MC4R antagonist	HTR2A ag	Granule exo inh	Glyco luc inh	ABHD5 PLIN5 PPI	MC4R barr agon	CaV13 ICDI inh	H9c2 protect	ABCB6 inh 2	PDI inh
CCCCNS(=O)(=O)c1ccc2nc(-c3cccnc3)cc(C(=O)NCCCOC)c2c1	8	3	0	10	1	-0.8	0	2	101	3
O=C(Cc1ccccc1[N+](=O)[O-])NCC1(c2cccc3c2OCO3)OCCO1	3	-1	10	3	-7	0.2	-4	5	89	-4

Record cards, from the list above. Screens in order: MC4R antagonist | HTR2A ag | Granule exo inh | Glyco luc inh | ABHD5 PLIN5 PPI | MC4R barr agon | CaV13 ICDI inh | H9c2 protect | ABCB6 inh 2 | PDI inh
Results for O=C(Cc1ccccc1[N+](=O)[O-])NCC1(c2cccc3c2OCO3)OCCO1 : 3 | -1 | 10 | 3 | -7 | 0.2 | -4 | 5 | 89 | -4
Results for CCOC(=O)C1=C(N)OC2=C(C(=O)CCC2)C1c1cccs1 (configuration not stated) : 14 | -2 | 0 | 1 | 6 | -0.5 | / | 0 | 98 | -6
Results for O=C(CN(Cc1ccccc1)C(=O)CNS(=O)(=O)c1ccccc1)NCc1ccco1 : 8 | 10 | -5 | 0 | 5 | 1.4 | -6 | 2 | 97 | 3
Results for O=C(c1ccc2nc(N3CCOCC3)sc2c1)N1CCCC1 : 2 | 0 | -2 | -7 | -4 | -1.0 | -7 | 16 | 98 | -2
Results for O=C(NN=Cc1cccc2ccccc12)C1CC1 : -9 | -5 | -15 | 4 | -20 | -2.8 | -6 | 4 | 101 | -2

Screens: PubChem, several laboratories

Outcome played no part in choosing rows. Share with any hit: about 4.2%.
